Screening data as filed in PubChem.
GSK3 alpha inh = human GSK-3 alpha kinase inhibition; ADP-Glo luminescence, 60 min; inhibition, % at 10 µM; 320,000 tested, 0.1% active; AID 2650;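 in the data active means inhibition above about 50%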;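 further: GST-tagged GSK-3 alpha with peptide substrate and 25 µM ATP; 0% = DMSO neutral wells and 100% = GW8510 positive control wells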
KCNK3 inh = human KCNK3 channel inhibition, primary screen | O14649 | CHO-KCNK3 thallium flux, FluxOR fluorescence; hits give low values | B-score at 10 µM | 340,000 tested, 0.84% active | AID 602410;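 active means B-score under library mean minus 4 SD, starting fluorescence ratio at most library mean plus 5 SD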;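 further: more negative B-score means stronger inhibition of thallium flux through KCNK3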
RGS4 pot = RGS4 potentiation or activation; HEK293 M3R/inducible RGS4, carbachol calcium flux Fluo4; hits give low values; B-score at 10 µM; 310,000 tested, 0.92% active;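 active means B-score of the integrated calcium signal more than 4 SD below the library mean, with starting fluorescence not abnormally high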;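 further: negative B-score means reduced calcium response which marks RGS4 activation or potentiation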
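System – HEK293 FlpIn-TREx cells, stable M3R, doxycycline-inducible RGS4 · Reagent – ECmax carbachol challenge · Times – compound preincubation 20 min at room temperature before agonist · Technique – Fluo4 fluorescence kinetic imaging of calcium · Measure – B score of integrated Fluo4 ratio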
GSK3beta inhib = human GSK3beta kinase inhibition; GST-GSK3beta kinase, ADP-Glo luminescence, 60 min; hits give low values; 300,000 tested, 0.038% active; activity score (negative = inhibition), % at 10 µM; AID 2097;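 active means more than half of replicate wells score below -50%, meaning over 50% inhibition versus plate controls; inconclusive means some replicates but at most half score below -50%; inactive means no replicate scores below -50%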;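 further: 0% = median DMSO wells and -100% = median GW8510 positive control wells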
Target sequence (P49841 whole entry, looked up): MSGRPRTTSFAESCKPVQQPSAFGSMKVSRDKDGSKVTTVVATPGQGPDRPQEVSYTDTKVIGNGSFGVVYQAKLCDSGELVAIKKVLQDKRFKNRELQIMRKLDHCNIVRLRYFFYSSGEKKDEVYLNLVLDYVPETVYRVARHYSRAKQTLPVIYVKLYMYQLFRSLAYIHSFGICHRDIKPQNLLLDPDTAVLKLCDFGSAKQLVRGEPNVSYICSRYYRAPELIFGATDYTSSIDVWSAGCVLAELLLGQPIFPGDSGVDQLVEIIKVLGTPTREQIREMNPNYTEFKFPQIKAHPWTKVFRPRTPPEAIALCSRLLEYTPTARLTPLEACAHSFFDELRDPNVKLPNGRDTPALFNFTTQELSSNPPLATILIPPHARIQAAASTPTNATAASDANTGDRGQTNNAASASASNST
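Assay system: GST-fused GSK3beta enzyme, cell-free / Medium: Tris pH 7.5 buffer with MgCl2, DTT, BSA, heparin / Also added: peptide substrate plus 25 µM ATP (final) / Compound: 10 µM single point / Timing: kinase reaction with compound 60 min at room temperature / Detection: ADP-Glo luminescence / Benchmarks: DMSO neutral wells and GW8510 at 20 µM as positive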
KCNQ1 block = inhibitors of human KCNQ1 potassium channel; P51787; CHO-K1 KCNQ1, FluxOR thallium flux fluorescence; hits give high values; B-score at 10 µM; 310,000 tested, 1.3% active; AID 2642;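 active means compounds whose thallium flux B-score, printed positive for inhibition, exceeds three library SD while starting fluorescence stays within three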;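 further: channel opened by potassium depolarization with thallium stimulus after 20 min compound exposure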
hERG protect = hERG (human) protection from proarrhythmic block. Q12809. CHO-hERG, FluxOR thallium flux, dofetilide IC70 present. activation (rescue from dofetilide block), less the hit threshold, % at 10 µM. 310,000 tested, 0.51% active. AID 1511;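 active means activation above the mean of controls blocked by dofetilide plus 5 SD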;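 further: thallium influx through hERG after potassium depolarization seen as dye fluorescence rise; in these data hits start at about 4.7%; inactives centre near -7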
KCNK9 block = blocks the human KCNK9 two-pore domain potassium channel | Q9NPC2 | HEK293 KCNK9, FluxOR thallium flux fluorescence; hits give low values | B-score at 10 µM | 310,000 tested, 1.2% active | AID 488922;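 active means ratio B-score over 3 SD below the library mean, with starting fluorescence within 5 SD of its mean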;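 further: negative B-score means less thallium flux so channel inhibition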
DYRK1A inh = blocks rat Dyrk1A kinase activity; Q63470; ADP-Glo luminescence, NFATc1 peptide; inhibition, % at 12.5 µM; 310,000 tested, 0.43% active; in the data active means inhibition above about 50%;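 further: plate controls were vehicle with enzyme for no effect and no enzyme for full effect; many of its hits are not listed in these tables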
KCNQ1 pot = human KCNQ1 channel potentiation or activation; P51787; CHO-K1 KCNQ1, thallium flux FluxOR fluorescence; hits give high values; B-score at 10 µM; 310,000 tested, 0.35% active;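 active means fluorescence ratio B-score, a plate-corrected score, at least three library SD, with initial intensity B-score within 5 SD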
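Assay system: CHO-K1 cells stably expressing KCNQ1; Medium: assay buffer with matched DMSO; Also added: K+/Tl+ depolarizing stimulus; Dosing: single dose; Timing: dye 90 min, compound 20 min, room temperature; Measured by: kinetic FluxOR thallium fluorescence, 10-s 1-Hz baseline, 110-s post-stimulus read; Read-out: peak-minus-minimum fluorescence over initial fluorescence, negative-control normalized, B-scored.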
PolyA inh = inhibitors of polyadenylation in S. cerevisiae; S. cerevisiae SKY197-pL101 polyadenylation reporter, beta-gal luminescence; efflux-impaired pdr1/pdr3 knockout yeast; score 100 = 6 SD above DMSO; calls only at 12 µM; 300,000 tested, 0.02% active; AID 1875;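 active means lowest replicate activity score at least 50, where 100 means six control SD above control mean; inconclusive means lowest score under 50 but half or more replicates reach 50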;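 further: yeast exposed to compound for 9 h at 30 °C; higher score means more reporter readthrough which indicates perturbed polyadenylation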
HDAC3 inhib = blocks human histone deacetylase 3. inhibition, % at 8.3 µM. recombinant HDAC3, fluorogenic peptide/trypsin coupled, fluorescence. AID 2718. 320,000 tested, 0.15% active; in the data active means inhibition above about 26%, passing the limit was not always enough; inconclusive means no clear call, values can overlap the other calls
Target sequence (O15379 whole entry, looked up): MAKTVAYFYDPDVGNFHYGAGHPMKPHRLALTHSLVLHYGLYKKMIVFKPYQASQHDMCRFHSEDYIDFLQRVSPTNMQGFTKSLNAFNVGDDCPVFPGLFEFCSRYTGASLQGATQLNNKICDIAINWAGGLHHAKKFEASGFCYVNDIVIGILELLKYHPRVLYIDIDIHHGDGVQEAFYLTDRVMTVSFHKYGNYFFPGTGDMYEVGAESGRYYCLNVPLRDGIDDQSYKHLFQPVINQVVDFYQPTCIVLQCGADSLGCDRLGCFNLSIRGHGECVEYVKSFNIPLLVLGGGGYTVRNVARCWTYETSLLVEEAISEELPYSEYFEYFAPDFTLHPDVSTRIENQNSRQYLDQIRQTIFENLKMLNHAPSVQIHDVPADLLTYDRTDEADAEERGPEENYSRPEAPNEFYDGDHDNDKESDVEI
* marks the source's active call; other numbers are inactive results; i = inactive; ? = inconclusive; · = no result given.

SMILES	GSK3 alpha inh	KCNK3 inh	RGS4 pot	GSK3beta inhib	KCNQ1 block	hERG protect	KCNK9 block	DYRK1A inh	KCNQ1 pot	PolyA inh	HDAC3 inhib
Cc1ccc(CNC(=O)CCS(=O)(=O)c2cc3c(cc2Cl)NC(=O)CO3)o1	·	i	i	0.6	i	-7.7	i	-15.7	i	i	·
CC1CN(CC(O)COC2CCC(C(C)(C)C)CC2)CC(C)O1 (centres undefined)	-3.8	i	i	-2.7	i	-11.2	i	-3.2	i	i	-0.8
CCCN(Cc1nnc(-c2ccccc2Cl)o1)C(=O)c1cc([N+](=O)[O-])cc([N+](=O)[O-])c1	-1.4	i	i	-1.3	i	-11.9	i	7.8	i	i	-0.3
COc1ccc(NC(=O)CSc2ccccn2)cc1OC	·	i	i	1.8	i	-2.0	i	-7.0	i	i	7.3
COc1ccc(C(=O)NNC(=O)Cc2nc3nc(C)cc(C)n3n2)cc1	-0.7	i	i	-6.0	i	-8.5	i	-1.3	i	i	3.1
O=C(NCC1CCCO1)c1ccc(CNS(=O)(=O)c2ccc(F)c(Cl)c2)cc1 (centres undefined)	-1.7	i	i	2.1	i	-9.9	i	1.1	i	i	-2.2
O=C(O)CCn1c2c(c3ccccc31)CCCC2	-5.0	i	i	-1.5	i	-11.1	i	3.9	i	i	-0.9
C/C(=C\C(=O)C(F)(F)F)Nc1cc(C)cc(C)c1	-1.3	i	i	1.4	i	-4.6	i	8.6	i	i	?
COc1ccccc1CN1C(=O)CCC1(C)C(=O)NC1CCCCCC1 (centres undefined)	-2.5	i	i	1.7	i	-10.5	i	0.6	i	i	-2.0
COC(=O)[C@@]12CCCN1[C@H](c1ccc(-c3ccc4c(c3)OCO4)c(OC)c1)[C@H]1C(=O)N(C)C(=O)[C@H]12	15.4	i	i	4.3	i	-8.6	i	9.7	i	i	1.1
Fc1ccc(-[n+]2nc(Nc3ccccc3)sc2-c2c3ccccc3cc3ccccc23)cc1	-4.0	i	i	2.5	11*	-21.2	-12.2*	3.3	i	i	11.3
COCCNC(=S)NC1CC2CCCC(C1)N2Cc1cccs1 (centres undefined)	-2.7	i	i	-1.1	i	-5.4	i	-1.9	i	i	-1.4
O=c1oc2ccccc2cc1-c1nc(-c2ccccc2)no1	·	i	i	-0.8	i	-3.9	i	4.7	i	i	6.6
CC1(C)CC(=O)C(C=NCCN2CCN(C(=O)c3ccc(Br)cc3)CC2)=C(O)C1	-2.8	i	i	1.1	i	-8.1	i	-11.6	i	i	9.6
CCn1ncc(Br)c1C(=O)Nc1ccc(F)cc1F	-0.3	i	i	10.8	i	-5.7	i	1.5	i	i	-1.9

6 compounds out of the list, sorted by molar mass, low to high.
SMILES	GSK3 alpha inh	KCNK3 inh	RGS4 pot	GSK3beta inhib	KCNQ1 block	hERG protect	KCNK9 block	DYRK1A inh	KCNQ1 pot	PolyA inh	HDAC3 inhib
O=C(O)CCn1c2c(c3ccccc31)CCCC2	-5.0	i	i	-1.5	i	-11.1	i	3.9	i	i	-0.9
CCn1ncc(Br)c1C(=O)Nc1ccc(F)cc1F	-0.3	i	i	10.8	i	-5.7	i	1.5	i	i	-1.9
COCCNC(=S)NC1CC2CCCC(C1)N2Cc1cccs1 (centres undefined)	-2.7	i	i	-1.1	i	-5.4	i	-1.9	i	i	-1.4
Fc1ccc(-[n+]2nc(Nc3ccccc3)sc2-c2c3ccccc3cc3ccccc23)cc1	-4.0	i	i	2.5	11*	-21.2	-12.2*	3.3	i	i	11.3
CC1(C)CC(=O)C(C=NCCN2CCN(C(=O)c3ccc(Br)cc3)CC2)=C(O)C1	-2.8	i	i	1.1	i	-8.1	i	-11.6	i	i	9.6
COC(=O)[C@@]12CCCN1[C@H](c1ccc(-c3ccc4c(c3)OCO4)c(OC)c1)[C@H]1C(=O)N(C)C(=O)[C@H]12	15.4	i	i	4.3	i	-8.6	i	9.7	i	i	1.1

Going on with the list.
SMILES	GSK3 alpha inh	KCNK3 inh	RGS4 pot	GSK3beta inhib	KCNQ1 block	hERG protect	KCNK9 block	DYRK1A inh	KCNQ1 pot	PolyA inh	HDAC3 inhib
COc1ccccc1NC(=O)NCCN1CCN(C(=O)Nc2ccccc2OC)CC1	1.5	i	i	-0.3	i	-6.5	i	0.5	i	i	6.5
CCN(CC)CCNC(=O)c1ccc(NC(=O)c2cccc(-n3cnnn3)c2)cc1	-0.2	i	i	0.0	i	-7.4	i	8.1	i	i	-2.8
CC(C)[C@H](NC(=O)c1ccc(F)cc1)C(=O)NC1=NCCS1	·	i	i	·	i	-3.0	i	·	i	i	5.4
CCCCC(CC(O)COCC(C)C)C(=O)NNC(=S)Nc1ccccc1 (centres undefined)	·	i	i	-2.7	i	-12.3	i	0.9	i	i	-3.6
c1ccc(-n2nnnc2Sc2n[nH]c(-c3ccncc3)n2)cc1	2.3	i	i	-2.1	i	-8.6	i	7.4	i	i	-10.2
Cc1nc2c(C)cccn2c(=O)c1NC(=O)c1cccs1	-0.2	i	i	-2.5	i	-14.8	i	-4.8	i	i	6.6
O=C(Cc1ccc(F)cc1)N/N=C/c1ccncc1	-1.1	i	i	-4.3	i	-2.7	i	2.2	i	i	-3.0
O=C(c1ccc(-c2nnc(Nc3cccc(Cl)c3)c3ccccc23)cc1)N1C[C@H]2C[C@H](C1)c1cccc(=O)n1C2	1.0	i	·	-1.4	·	·	·	-5.6	·	i	-2.3
Cc1[nH]c2ccccc2c1/C=N/Nc1nc(Nc2ccccc2)nc(N2CCOCC2)n1	-0.1	i	i	0.3	i	-20.0	i	-0.7	i	i	14.1
Cc1ccc(NC(=O)CN2CCC(NC(=O)Cc3ccccc3)CC2)cc1C	-3.9	i	i	-2.4	i	-6.6	i	·	i	i	6.5
COCCNC(=O)c1ccc(CS(=O)(=O)c2ccccc2OC)o1	-0.3	i	i	2.0	i	-5.0	i	-0.3	i	i	1.3
CCc1ccc2[nH]c(=O)c(C(c3nnnn3CC3CCCO3)N3CCCc4ccccc43)cc2c1 (centres undefined)	0.8	i	i	-3.1	i	-6.6	i	2.9	i	i	3.4
NC(=S)NNC(=O)c1cccc(Cl)c1	-2.0	i	i	1.4	i	-8.6	i	16.4	i	i	7.1
O=[N+]([O-])c1ccccc1/C=N/N1CCN(c2ccc(Cl)cc2)CC1	-3.9	i	i	-0.6	i	-8.4	-7.66*	6.5	i	i	1.3
CCOC(=O)c1ccccc1N=N/C(C(C)=O)=C(/C)O	3.7	i	i	-4.5	i	-6.7	i	-1.5	i	i	1.1
Cc1cccc(NC(=O)c2sc(Cl)nc2C)c1C	-0.6	i	i	3.4	i	-0.1	i	-0.4	i	i	-6.9
Cc1ccc(NC(=O)c2ccccc2F)cc1S(=O)(=O)N1CCCCCC1	-3.1	i	i	2.5	i	-14.5	i	·	i	i	1.6
CCCC1=NCCn2cccc21	2.8	i	i	-1.9	i	-3.5	i	-1.8	i	i	-5.5
Cc1ccc(C(=O)NCC(=O)OCC(=O)/C=C2\N(C)c3ccccc3C2(C)C)cc1C	·	i	i	-1.6	i	-33.4	i	2.9	i	i	-1.3
CC1CCCN(C/C=C/c2ccccc2[N+](=O)[O-])C1 (centres undefined)	0.3	i	i	4.4	i	-10.6	i	-5.1	i	i	-2.5
Cc1c(NC(=O)c2ccc(S(=O)(=O)N3CCOCC3)cc2)c(=O)n(-c2ccccc2)n1C	-1.9	i	i	-2.4	i	-12.2	i	2.8	i	i	2.3
COc1cccc(CN2CC(C(=O)NC3CCC3)CCC2=O)c1 (centres undefined)	-0.5	i	i	-0.7	i	-6.8	i	-4.3	i	i	-9.8
COC(=O)C(C)(C)ONC(=O)Nc1ccc(Br)cc1	-0.7	i	i	-0.7	i	-7.2	i	3.1	i	i	-2.3
COc1ccc(-n2nnnc2CNC(=O)C(=O)c2c[nH]c3ccccc23)cc1	-0.1	i	i	0.4	i	-11.6	i	3.5	i	i	5.3
O=C(CCCC(=O)OCC(Cl)=C(Cl)Cl)Nc1cccc(F)c1	-1.5	i	i	-4.1	i	-10.0	i	3.0	i	i	7.0
O=[N+]([O-])c1c(Nc2ccccn2)cc(Cl)c2nonc12	0.7	i	i	6.5	11*	-12.4	-6.88*	0.0	i	i	9.6
C/C(=N\NC(=O)c1cc(Br)ccc1O)c1cccc(NC(=O)c2ccccc2F)c1	-3.7	i	i	1.4	i	-4.5	i	7.6	i	i	-1.4
CCOC(=O)C(NC(=O)C1C(C)N1S(=O)(=O)c1ccc(C)cc1)C(=O)OCC (centres undefined)	0.2	i	i	0.7	i	-5.6	i	-3.4	i	i	-1.1
COc1ccccc1NC(=O)Nc1ccc(NC(=O)c2ccccc2O)cc1	-0.8	i	i	2.2	i	-2.8	i	9.7	i	i	0.1
CS(=O)(=O)N1CCN(C(=O)COc2ccccc2)CC1	-1.6	i	i	0.3	i	0.6	i	-5.8	i	i	-0.6
Cc1cc(N/N=C/c2ccccc2[N+](=O)[O-])nc(-n2nc(C)cc2C)n1	3.5	i	i	-0.3	i	-14.5	i	-4.6	i	i	-4.8
Cc1cc(Cl)ccc1NC(=S)N1CCN(Cc2ccc3c(c2)OCO3)CC1	1.4	i	i	1.0	i	-9.5	i	-11.2	i	i	1.2
C/C(=N\n1c(C)cc(C)c(C#N)c1=O)c1cccs1	-3.4	i	i	0.6	i	-8.9	i	6.8	i	i	-2.5
O=C(O)/C=C/c1coc2ccccc2c1=O	-1.2	i	i	-0.1	i	-2.5	i	-8.2	i	i	0.6
O=c1[nH][nH]c(-c2ccccc2)c1C=Nc1ccc(C(F)(F)F)cc1	18.3	i	i	-2.0	i	-10.2	i	5.2	i	i	7.1
CSc1ccc(Cl)c(C(=O)NNC(=O)c2csc(N3CCOCC3)n2)c1	-1.2	i	i	1.5	i	-14.8	i	-6.1	i	i	4.7
C/C(=N\NS(=O)(=O)c1ccc(C)cc1)c1ccc(C)s1	0.1	i	i	0.6	i	-3.0	i	1.1	i	i	-4.4

A portion of the library; the hit share may differ from the screen's.
